Screens from PubChem.
GoLoco inh red = RGS12 GoLoco-Gai1 interaction inhibition; AID 880; Potency, µM (top dose mostly 61.6 µM), inactives show at the top dose activity, negative = inhibition, most hits filed as inhibitors; P63096; Gai1:RGS12 GoLoco peptide FP, rhodamine, 10 min; 0.44% of 230,000 active; active means well fitted inhibition curve with a large enough effect, not every such curve was filed as active; inactive means no such curve, though single readings can be large or run the other way; further: nearly all actives have a fitted effect of over 30% in size; many of its hits are not listed in these tables
Target sequence (P63096 whole entry, looked up): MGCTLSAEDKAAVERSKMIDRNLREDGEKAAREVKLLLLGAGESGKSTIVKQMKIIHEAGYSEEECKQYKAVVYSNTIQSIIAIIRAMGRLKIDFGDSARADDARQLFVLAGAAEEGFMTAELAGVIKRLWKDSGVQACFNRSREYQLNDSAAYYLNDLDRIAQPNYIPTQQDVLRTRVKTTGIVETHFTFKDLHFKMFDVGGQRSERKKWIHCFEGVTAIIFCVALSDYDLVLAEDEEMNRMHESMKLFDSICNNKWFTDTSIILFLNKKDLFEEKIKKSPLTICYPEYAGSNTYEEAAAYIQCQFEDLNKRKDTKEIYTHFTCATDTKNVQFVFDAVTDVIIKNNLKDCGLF
L3MBTL1 inh = blocks human L3MBTL1. AlphaScreen L3MBTL1–H3K9me1 peptide binding. Potency, µM (titrated, usually from 57.1 µM), inactives show top-dose activity, negative = inhibition, usual class: inhibitors. 0.66% of 230,000 active. AID 485360; further: nearly all actives have a fitted effect of over 60% in size
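Read-out is AlphaScreen signal from streptavidin donor and nickel chelate acceptor beads (10 ug/mL final each) bridging L3MBTL1 (50 nM) and biotinylated K9-monomethylated H3(1-15) peptide (75 nM), after 30 min compound exposure at room temperature.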
TexasRed fluor = alters Texas Red total fluorescence, flagging assay interference; AID 1479; TRb/SRC2 Texas Red total fluorescence interference; 0.29% of 280,000 active; Potency, µM (highest dose often 106 µM), inactives show top-dose fluorescence change, negative = quenching; active means well fitted curve in either direction with a large enough effect; inconclusive means small, poorly fitted or top-dose-only effect
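Human TRβ ligand-binding domain (0.6 uM) and Texas Red SRC2 peptide (20 nM) in Tris buffer with 1 uM T3 and 5% DMSO were incubated with pinned compound for 5 hr at ambient temperature. Total fluorescence was computed as S + 2P (555/632 nm).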
KDM4E inh = inhibitors of human JMJD2E histone demethylase; JMJD2E catalytic domain, FDH-coupled NADH fluorescence (FDH is formaldehyde dehydrogenase); Potency, µM (titrated, usually from 57.1 µM), inactives show at the top dose activity change, negative = inhibition, most hits filed as inhibitors; AID 2147; 1.6% of 230,000 active; B2RXH2; active means well fitted inhibition curve with a large enough effect, not every such curve was filed as active; inconclusive means small, poorly fitted or top-dose-only effect, or another doubt; inactive means no such curve, though single readings can be large or run the other way;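 further: 0% = wells with enzyme and -100% = buffer wells without enzyme; nearly all actives have a fitted effect of over 50% in size; many of its hits are not listed in these tables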
TRb SRC2 PPI = TRbeta-SRC2 interaction inhibition | Potency, µM (doses to about 106 µM), inactives show at the highest dose activity change, negative = inhibition, hits mostly inhibitors | AID 1469 | P10828 | 0.065% of 280,000 active | TRbeta-SRC2 peptide binding, fluorescence polarization; receptor liganded with 1 µM T3;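 further: plate controls were bound peptide for no effect and peptide without receptor for full effect; nearly all actives have a fitted effect of over 50% in size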
Target sequence (P10828 whole entry, looked up): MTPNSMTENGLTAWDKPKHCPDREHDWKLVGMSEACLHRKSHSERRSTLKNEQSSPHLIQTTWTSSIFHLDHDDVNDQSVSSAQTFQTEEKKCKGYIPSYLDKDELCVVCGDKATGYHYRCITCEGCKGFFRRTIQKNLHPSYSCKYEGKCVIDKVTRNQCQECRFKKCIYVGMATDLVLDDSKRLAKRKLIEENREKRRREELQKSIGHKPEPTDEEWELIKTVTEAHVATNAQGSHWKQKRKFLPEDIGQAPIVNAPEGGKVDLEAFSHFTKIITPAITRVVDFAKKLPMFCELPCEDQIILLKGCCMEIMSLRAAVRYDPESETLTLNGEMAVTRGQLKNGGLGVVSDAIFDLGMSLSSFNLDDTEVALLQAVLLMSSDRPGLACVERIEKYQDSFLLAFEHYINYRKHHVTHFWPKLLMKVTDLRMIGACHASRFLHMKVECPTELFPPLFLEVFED
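Fluorescence polarization of 20 nM Texas Red SRC2 peptide (20-aa NR interaction domain) bound to 0.6 uM human TRb ligand-binding domain, with 1 uM T3, after 5 hr at ambient temperature; inhibition seen as decreased polarization.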
RECQ1 helicase = inhibitors of human RECQ1 DNA helicase; Potency, µM (top dose mostly 57.3 µM), for the others: top-dose activity, negative = inhibition, usual class: inhibitors; P46063; 0.54% of 240,000 active; AID 2549; RECQ1 DNA unwinding, red fluorescence kinetic read;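 further: plate controls were vehicle for no effect and no enzyme for full effect; nearly all actives have a fitted effect of over 30% in size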
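RECQ1T1 50 nM; forked duplex (20 bp + 30-nt ss tails) 200 nM, ATP 2 mM final; pH 8.0, 2 mM MgCl2, 2.5 ug/ml poly(dI-dC); 15 min compound preincubation; discontinuous kinetic read over 2 h at RT.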
Tau fibril ThT = tau fibrillization inhibition (ThT binding) | Potency, µM (doses to about 57.4 µM), for the others: at the top dose activity, negative = inhibition, actives largely listed as inhibitors | AID 1460 | recombinant tau K18 P301L (four-repeat tau fragment), heparin-induced fibrillization, ThT fluorescence | 2.1% of 270,000 active; further: nearly all actives have a fitted effect of over 55% in size
Target sequence (P10636 561-689 P618L limits assumed): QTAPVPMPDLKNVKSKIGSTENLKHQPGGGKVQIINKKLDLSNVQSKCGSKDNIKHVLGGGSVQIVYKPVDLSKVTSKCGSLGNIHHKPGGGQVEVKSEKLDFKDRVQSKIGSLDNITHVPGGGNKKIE
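Aggregation was driven by heparin (20 uM final) acting on recombinant tau […] bearing P301L in 100 mM sodium acetate pH 7; fibrils were detected with Thioflavin T.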
Tau fibril FP = blocks human tau fibril formation measured by polarization. P10636. K18 P301L tau heparin fibrillization, Alexa594 FP, 6 h. Potency, µM (top dose mostly 57.7 µM), without a hit: top-dose activity, negative = inhibition, usual class: inhibitors. 0.39% of 280,000 active; further: nearly all actives have a fitted effect of over 55% in size
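Steps: dispense K18 P301L tau (15 uM plus 0.24 uM Alexa 594 tracer, final) in pH 7 sodium acetate; add compound; add heparin (20 uM final); incubate 6 hr, 37 C; add ThT (30 uM final); after 1 hr ambient, read FP.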
* hit, by the source's call; i = inactive; ? = inconclusive; . = not tested or not shown; [ ] = remark or other dose. Unless noted, the call rests on the fitted dose curve; in most records, active means well fitted curve in the direction sought with a large enough effect; inconclusive means small, poorly fitted or top-dose-only effect, or another doubt; inactive means no such curve, though single readings can be large; an effect the other way counts as inactive or inconclusive. Unless noted, on the % scale 0 is the no-effect control and ±100 the full control effect; potency means the concentration at half of the fitted maximal effect.

SMILES	GoLoco inh red	L3MBTL1 inh	TexasRed fluor	KDM4E inh	TRb SRC2 PPI	RECQ1 helicase	Tau fibril ThT	Tau fibril FP
Cc1ccc(-n2cccc2/C=C2/NC(=O)N(CC(=O)Nc3cccc(C)c3)C2=O)cc1	7.9µM*	3%	-2%	?	6%	1%	-4%	12%
CCOC(=O)CSc1nnc(CNC(=O)c2ccco2)n1C	.	9%	-6%	-4%	8%	-4%	?	2%
CN1CCN(c2ccc(NC(=O)c3ccc(-c4cccc([N+](=O)[O-])c4)o3)cc2)CC1	13%	-20%[11.4 µM]	-3%	-16%	-3%	i	?	?
O=C1CN(S(=O)(=O)c2ccccc2)c2ccccc2N1	16%	-7%	-1%	4%	1%	-8%	-12%	?
CCC(=O)N1c2ccccc2C(N(C(C)=O)c2ccccc2)CC1C (stereo not given)	5%	-2%	-6%	4%	-3%	0%	3%	6%
Cc1cc(C)c(C#N)c(SCC(=O)N(C)C2CCCCC2)n1	-1%	-3%	-4%	-3%	-4%	-4%	-3%	-1%
COCCNC(=O)c1c[nH]c2ccc(S(=O)(=O)N3CCc4ccccc43)cc2c1=O	7%	.	-2%	7%	-5%	i	-1%	?
CCOCCCn1cnc2c(c1=O)c1nc3ccccc3nc1n2-c1ccc(C)cc1	8%	-2%	-2%	9%	-7%	0%	-5%	1%
CCOc1ccc(OCc2cccc(C(=O)N/N=C/c3cccnc3)c2)cc1	10%	-5%	0%	-1%	-7%	-5%	?	-5%
COc1ccc(C2CC(=O)Nc3ccccc3S2(=O)=O)cc1OC (stereo not given)	0%	11µM*	-6%	?	-21%	-15%	9%	-1%
O=C1CC(N2CCN(S(=O)(=O)c3cccc(C(F)(F)F)c3)CC2)C(=O)N1Cc1ccccc1 (stereo not given)	6%	-5%	-1%	-2%	0%	-7%	-10%	-1%
CC1(C)CC(=O)C2=C(C1)NC1=C(C(=O)c3ccccc31)C2c1ccc(Cl)cc1 (stereo not given)	15%	?	-1%[53 µM]	-22%	1%[53 µM]	-1%	?	1%
Cc1nc(NC(=O)/C=C/c2ccccc2)n[nH]1	1%	0%	1%	0%	0%	-5%	16µM*	?
Cc1ccc2nc(N/C(=N/S(=O)(=O)c3cccs3)c3ccccc3Cl)sc2c1	2%	-8%	-4%	-7%	-3%	-3%	-10%	-11%
O=C(CC1C(=O)OCCN1Cc1ccccc1)Nc1cccc(C(F)(F)F)c1 (stereo not given)	.	.	?	.	3%	.	?	-13%
CCOc1ccc(C(C)C)cc1S(=O)(=O)N1CCOCC1	-1%	.	3%	5%	-2%	-7%	-2%	-9%
O=C(COC(=O)c1ccc(O)cc1)Nc1ccccc1[N+](=O)[O-]	7%	-6%	-2%	7%	-5%	-1%	?	14%
Cc1ccc(CCCOC(=O)C[N+]2(C)CCOCC2)cc1	10µM*	6%	-2%	-2%	-8%	-4%	-3%	1%
CC(C)Cn1cnc2c1c(=O)n(CC(=O)N(C)C)c(=O)n2Cc1ccccc1	6%	3%	-1%	7%	-7%	-8%	12%	7%
CCc1nc(C)ccc1OCC(=O)O	8%	11%	-1%	-4%	0%	-3%	-5%	-6%

Of the compounds above, these contain a Cl atom.
SMILES	GoLoco inh red	L3MBTL1 inh	TexasRed fluor	KDM4E inh	TRb SRC2 PPI	RECQ1 helicase	Tau fibril ThT	Tau fibril FP
CC1(C)CC(=O)C2=C(C1)NC1=C(C(=O)c3ccccc31)C2c1ccc(Cl)cc1 (stereo not given)	15%	?	-1%[53 µM]	-22%	1%[53 µM]	-1%	?	1%
Cc1ccc2nc(N/C(=N/S(=O)(=O)c3cccs3)c3ccccc3Cl)sc2c1	2%	-8%	-4%	-7%	-3%	-3%	-10%	-11%

Profiles from above. Order of values: GoLoco inh red | L3MBTL1 inh | TexasRed fluor | KDM4E inh | TRb SRC2 PPI | RECQ1 helicase | Tau fibril ThT | Tau fibril FP
Record of O=C1CC(N2CCN(S(=O)(=O)c3cccc(C(F)(F)F)c3)CC2)C(=O)N1Cc1ccccc1 (stereo not given) : 6% | -5% | -1% | -2% | 0% | -7% | -10% | -1%
Record of COc1ccc(C2CC(=O)Nc3ccccc3S2(=O)=O)cc1OC (stereo not given) : 0% | 11µM* | -6% | ? | -21% | -15% | 9% | -1%
Record of CCOC(=O)CSc1nnc(CNC(=O)c2ccco2)n1C : . | 9% | -6% | -4% | 8% | -4% | ? | 2%

Continued:
SMILES	GoLoco inh red	L3MBTL1 inh	TexasRed fluor	KDM4E inh	TRb SRC2 PPI	RECQ1 helicase	Tau fibril ThT	Tau fibril FP
O=S(=O)(c1ccc2ccccc2c1)N1CCCCCC1	-5%	48%[activator]	-8%	3%	-6%	-2%	-3%	7%[2.34 µM]
COC(=O)c1onc(-c2c(OC)cc(OC)cc2OC)c1C(=O)OC	10%	8%	-7%	-15%	3%	0%	-4%	-4%
COc1cccc(NC(=O)CSc2nc(-c3ccccc3)nc3c2Cc2cc(Cl)ccc2O3)c1	.	.	-1%	.	0%	.	4%	-7%
S=C(c1ccc(-c2ccc(Cl)cc2Cl)o1)N1CCCCC1	-5%	-19%	0%	0%	-22%	-18%	?	-7%
O=C1c2ccccc2C(=O)N1CCc1csc(NNc2nc(CCN3C(=O)c4ccccc4C3=O)cs2)n1	14%	.	-12%	-9%	1%	-28%	?	7%
Cc1cc(S(=O)(=O)Nc2cccnc2)c(C)s1	-2%	3%	0%	4%	0%	7%	-5%	-13%
COC(=O)N/N=C(\C)c1ccc(OC(F)F)cc1	6%	.	-4%	3%	-4%	i	2%	8%
CCCNC(=S)N1CCCC(c2nc3ccccc3[nH]2)C1 (stereo not given)	11%	5%	0%	-1%	-2%	-15%	2%	-2%
COc1cccc(NC(=O)c2ccc3[nH]c(C)cc(=O)c3c2)c1	.	.	-2%	.	7%	.	-3%	4%
CCSc1nnc(NC(=O)c2cccc(OCc3c(C)noc3C)c2)s1	11%	9%	-8%	?	5%	-6%	-6%	0%
Cc1nn(C)c(C)c1S(=O)(=O)N1CCCC(C(=O)NC2CCCCCC2)C1 (stereo not given)	-6%	0%	-2%	3%	-1%	-3%	-6%	2%
Cc1c(NC(=S)NC(=O)c2ccco2)cccc1-c1nc2ncccc2o1	43%[activator]	7%	-1%	1%	-8%	i	9%	-11%
CC(C)(C)c1[nH]nc2c1C(c1ccccc1OC(=O)N1CCOCC1)C(C#N)=C(N)O2 (stereo not given)	0%	-3%	3%	-7%	-3%	i	2%	-3%
COc1cc(/C=N/NC(=O)c2ccc(C)nc2)cc([N+](=O)[O-])c1O	22%	?	0%	?	-3%	-9%	?	1%
COc1ccc(CCN2C(=O)c3cccc4c(C(=O)N5CCCCC5)ccc(c34)C2=O)cc1OC	8%	1%	-1%	6%	-6%	2%	?	-7%
CC1CCN(C(=O)/C(=C\c2cccs2)NC(=O)c2ccccc2)CC1	14%	-19%	1%	?	-4%	-8%	-12%	-7%[2.34 µM]
CCCC(C)NC(=O)c1ccc(C2SCC(=O)N2Cc2ccco2)cc1 (stereo not given)	8%	.	-3%	3%	-1%	-7%	-14%	1%
N=C1/C(=C/c2cccn2CCOc2ccccc2)C(=O)N=C2SC=C(c3ccccc3)N12	24%	-20%	7%	-9%	17%	1%	?	-14%
Cc1ccc(CNC(=O)CN2C(=O)COc3ccc(S(=O)(=O)N4CCC(C)CC4)cc32)cc1	.	.	0%	.	3%	.	-2%	6%
Cc1cc(C)c(C(=O)CN2C(=O)NC3(CCCCC3)C2=O)cc1C	7%	-4%	-1%	1%	-1%	i	-2%	-1%
COc1ccccc1-n1c(SCC(=O)O)nc2sc3c(c2c1=O)CCC3	8%	-19%	1%	-16%	-4%	-17%	-15%	2%
CC(C(=O)N1CCCCC1)N(C)CC(=O)Nc1ccc(Cl)cc1 (stereo not given)	6%	10%	0%	0%	2%	i	-5%	-4%
CC(C)c1ccc(/C=C/C(=O)NC(=S)Nc2ccc(CN3CCOCC3)cc2)cc1	9%	-9%	1%	1%	-4%	-21%	-14%	4%
Cc1oc(-c2ccccc2F)nc1CS(=O)(=O)CC(=O)NCCCc1ccccc1	4%	5%	-2%	2%	-17%	-8%	-17%	-1%
COc1cccc(C2C(C(=O)NCc3ccccc3)=C(C)Nc3ncnn32)c1 (stereo not given)	7%	-5%	-6%	-21%	-1%	0%	-5%	?
COc1ccc(S(=O)(=O)NC2CC(C)(C)NC(C)(C)C2)c(C)c1C	3%	1%	-2%	0%	-1%	i	-8%	-3%
COC(=O)c1cc2n(n1)CCN(Cc1cccc(OC)c1)C2=O	-2%	-6%	-4%	4%	-9%	2%	1%	-2%
COc1ccccc1N1CCN(CC(O)COc2ccc(S(=O)(=O)N3CCOCC3)cc2)CC1 (stereo not given)	0%	-3%	1%	4%	-14%	-8%	1%	-1%
CCC(Oc1ccccc1)C(=O)Nc1nc2c(s1)C(=O)CC(C)(C)C2 (stereo not given)	9%	-1%	-2%	-23%	-15%	-5%	-2%	2%
CC(=O)N1CCN(c2cccc(C)c2C)CC1	4%	9%	-5%	5%	-3%	i	-2%	6%
Cc1ccc(NC(=O)Cn2c(=O)n(Cc3nc(-c4ccccc4)no3)c(=O)c3ccccc32)c(C)c1	.	.	-1%	.	1%	.	10%	?
CSc1cc(-c2ccccc2)n(Cc2ccccc2Cl)c(=O)c1C#N	8%	.	-2%	?	-10%	-14%	2%	?
CC(=O)c1cccc(NC(=O)Nc2cccs2)c1	19%	.	-4%	13%	-3%	0%	?	13%
Clc1cccc(-c2csc(Nc3cccnc3)n2)c1	9%	5%	0%	-6%	-4%	-5%	-19%	14%
COc1ccc(Cl)cc1NC(=S)Nc1ccccc1C	13%	1%	-1%	-10%	-2%	i	-1%	-15%
CCOc1ccc(N(CC(=O)NCc2ccccc2Cl)S(=O)(=O)c2c(C)[nH]c(=O)[nH]c2=O)cc1	.	.	?	.	1%	.	-13%	-7%
CN1CCN(S(=O)(=O)c2ccc(NC(=O)COc3ccccc3Cl)cc2)CC1	5%	0%	1%	9%	10%	-6%	-1%	0%
COc1ccc(OC(C)C(=O)N2CCc3ccccc3C2)cc1 (stereo not given)	5%	1%	-4%	-5%	0%	-4%	-13%	9%
CCOC(=O)c1c(C)noc1-c1ccc(Br)o1	8%	12%	-4%	?	-5%	-9%	-10%	-3%
COc1ccc(-c2nc(-c3ccc(O)cc3O)cs2)cc1OC	2%	-13%	-8%	-2%	8%	-18%	?	12%
Cc1ccsc1C(=O)NNC(=O)Nc1ccc(Cl)c(Cl)c1	1%	2%	1%	-2%	0%	i	-14%	?

Only part of the results is shown (hit frequency here may not be typical).
